hcDAF-12 act: H. contortus DAF-12 activation, primary screen; HEK293 hcDAF-12 lit1-tk-luc reporter, luminescence; 0% DMSO, 100% Δ7-dafachronic acid; activation, % at 6.8 µM; actives 1.4% (n = 370,000); AID 652067;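 active = activation above the mean of all tested compounds plus 3 SD, cut at about 5.5% in these data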;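 note: 100% = response to 3 µM Δ7-dafachronic acid high control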
SMARCA2 act: activators of SMARCA2 function; activation, % at 9.1 µM; actives 1% (n = 370,000); MG213 cells, MMTV-luciferase reporter, dexamethasone, overnight; in the data active = activation above about 7.8%;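 note: 0% = vehicle wells and 100% = reference activator wells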
DAX1 inh-1: blocks DAX1 repression of SF-1 activated StAR promoter; inhibition, % at 6.8 µM; actives 1.1% (n = 370,000); HEK293T StAR-luciferase reporter, SF-1/DAX-1 repression relief; AID 652010;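 active = inhibition above the mean over all tested compounds plus 3 SD, cut at about 3.6% in these data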;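 note: 0% = DAX-1 cells with DMSO and 100% = cells lacking DAX-1 with DMSO; higher inhibition means more luminescence from relief of DAX-1 repression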
HGIII-sPLA2 inh: Blocks human group III sPLA2 activity | Q9NZ20 | QFRET BODIPY PC-A2 liposome hydrolysis, fluorescence | inhibition, % at 12.2 µM | actives 0.56% (n = 370,000) | AID 743126;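 active = inhibition above mean plus 3 SD of compounds lying within the high and low control bounds, cut at about 19% in these data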;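 note: 0% = median of test compound wells and 100% = no enzyme DMSO wells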
Target sequence (Q9NZ20 whole entry, looked up): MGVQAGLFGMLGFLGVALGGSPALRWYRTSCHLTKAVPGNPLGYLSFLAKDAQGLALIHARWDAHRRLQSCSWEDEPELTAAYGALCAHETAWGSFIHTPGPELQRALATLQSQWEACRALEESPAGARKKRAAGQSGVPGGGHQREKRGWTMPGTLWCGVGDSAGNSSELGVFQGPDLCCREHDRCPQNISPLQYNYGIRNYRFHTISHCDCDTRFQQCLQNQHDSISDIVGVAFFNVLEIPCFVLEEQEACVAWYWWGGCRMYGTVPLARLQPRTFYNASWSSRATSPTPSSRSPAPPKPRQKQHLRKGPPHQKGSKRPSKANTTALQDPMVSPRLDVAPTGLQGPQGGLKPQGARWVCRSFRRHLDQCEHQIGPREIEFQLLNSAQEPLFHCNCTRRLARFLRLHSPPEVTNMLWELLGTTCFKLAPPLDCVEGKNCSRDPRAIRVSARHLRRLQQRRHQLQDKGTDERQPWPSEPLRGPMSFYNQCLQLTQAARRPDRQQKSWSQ
ssDAF12 agonist: activators of S. stercoralis DAF-12 nuclear receptor; HEK293 ssDAF-12/GRIP1 lit1-tk-luc reporter, luminescence; % of 3 µM dafachronic acid response; actives 1% (n = 370,000); activation, % at 6.8 µM; AID 652126;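 active = activation above the mean over all tested compounds plus 3 SD, cut at about 0.9% in these data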;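 note: 0% = DMSO-only wells and 100% = 3 µM delta7-dafachronic acid wells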
DAX1 inh-2: NR0B1 (DAX1) inhibition; actives 0.99% (n = 340,000); P51843; inhibition, % at 6.75 µM; HEK293 Gal4-DAX1 luciferase reporter, luminescence; AID 504766;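 active = inhibition above the mean over all tested compounds plus 3 SD, cut at about 4.2% in these data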;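 note: 0% = DAX1-transfected cells with DMSO and 100% = empty-vector control cells with DMSO; inhibition shows as a rise in luminescence from relieved DAX1 repression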
Target sequence (P51843 207-470 limits assumed): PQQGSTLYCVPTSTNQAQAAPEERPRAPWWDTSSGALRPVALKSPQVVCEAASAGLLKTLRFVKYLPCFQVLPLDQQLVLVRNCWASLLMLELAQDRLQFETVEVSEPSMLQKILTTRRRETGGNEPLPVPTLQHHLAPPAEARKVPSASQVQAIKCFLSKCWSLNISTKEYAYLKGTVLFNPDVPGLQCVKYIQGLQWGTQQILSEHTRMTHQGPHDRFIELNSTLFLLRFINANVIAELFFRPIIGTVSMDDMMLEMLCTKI
KLK7 zymogen act: proKLK7 (human) activation, primary screen. P49862. actives 0.9% (n = 370,000). purified proKLK7, EDANS-DABCYL substrate fluorescence; 100% is mature enzyme control, 0% vehicle. activation, % at 7 µM;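 active = activation above the mean of all tested compounds plus 3 SD, computed per campaign excluding outliers beyond control limits, cut at about 13% in these data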
Target sequence (P49862 whole entry, looked up): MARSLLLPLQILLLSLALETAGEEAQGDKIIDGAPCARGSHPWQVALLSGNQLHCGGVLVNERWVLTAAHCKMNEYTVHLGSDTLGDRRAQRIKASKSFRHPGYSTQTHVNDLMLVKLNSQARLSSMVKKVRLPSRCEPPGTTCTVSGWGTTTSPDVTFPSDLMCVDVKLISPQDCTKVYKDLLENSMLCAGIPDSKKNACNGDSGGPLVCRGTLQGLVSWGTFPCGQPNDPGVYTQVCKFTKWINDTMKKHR
hgDAF-12 ag: hgDAF-12 agonism, primary luciferase screen; HEK293 GAL4-hgDAF12 UAS-luciferase reporter, agonist luminescence; normalized to butyrate control; activation, % at 6.8 µM; actives 1.8% (n = 370,000);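 active = activation above a cutoff set at the mean of all screened compounds plus 3 SD, cut at about 10% in these data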;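 note: 0% = DMSO wells and 100% = sodium butyrate wells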
GC-A act: GC-A (human) enzyme activation | P16066 | HEK293 GC-A cells, cGMP TR-FRET, EC30 ANP; 0% at EC30 ANP, 100% saturating ANP | activation, % at 10 µM | actives 0.14% (n = 370,000) | AID 1671463; in the data active = activation above about 40%
GC-B act: GC-B (human) receptor activation. P20594. HEK293-GC-B cells, CNP EC30, cGMP TR-FRET; 0% at EC30 CNP, 100% saturating CNP. activation, % at 10 µM. actives 0.11% (n = 370,000);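 active = activation at 10 µM reaching about 35% in either raw or pattern-adjusted values, limit read from the data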
GAA850 FXN act: increases GAA850 frataxin promoter reporter activity | AID 540364 | actives 0.56% (n = 360,000) | activation, % at 6 µM | HEK293 lucGAA850 FXN promoter luciferase reporter, 24 h; percent of 10 µM SAHA response;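 active = activation above the average of all compounds screened plus 3 SD, cutoff fixed separately per campaign, cut at about 7.5% in these data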;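 note: 0% = DMSO wells and 100% = 10 µM SAHA wells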
Starred values were filed as active, the others as inactive; nt = no result given.

molecule,hcDAF-12 act,SMARCA2 act,DAX1 inh-1,HGIII-sPLA2 inh,ssDAF12 agonist,DAX1 inh-2,KLK7 zymogen act,hgDAF-12 ag,GC-A act,GC-B act,GAA850 FXN act
O=C(CNC(=O)N1CC(=O)Nc2ccccc21)Nc1ccc(Cl)cc1,-0.7,-2,1.2,7,-1.2,-0.3,-0.1,0.1,0,-1,0.9
CCN(CC(=O)NC(=O)NCc1ccco1)Cc1nc2ccccc2c(=O)[nH]1,0.8,-4,-0.2,0,-1.4,-0.4,-0.1,1.4,-7,-1,0.8
O=C(CNC(=O)c1ccccc1Br)N/N=C/c1ccccc1O,-1.3,1,-0.5,0,-1.5,-0.1,-48,-0.7,-2,12,-3.1
O=C(NCc1ccc(F)cc1)C1CCCN(S(=O)(=O)c2ccc(-n3cnnn3)cc2)C1 (stereo unspecified),-0.7,-2,0.6,-2,-1.2,1.4,0.5,-0.8,6,0,-0.4
COC(=O)c1nn(-c2ccccc2)c(Cl)c1/C=N/OCc1c(Cl)cccc1Cl,0.0,-1,-0.7,2,-0.7,0.4,-0.1,2.9,-4,-1,-2.1
O=C(O)CC12CC3CC(C1)CC(n1ncc(NCc4ccc(F)cc4Cl)c(Cl)c1=O)(C3)C2,0.3,-1,0.0,-3,-0.5,2.2,0.2,1.6,1,-1,-0.9
O=C(CS(=O)(=O)c1ccccc1)NC1CCCCC1,-0.5,-3,-0.6,0,-1.5,-0.1,-0.6,2.7,-3,1,1.1
CCC(=O)Nc1ccccc1C(=O)N1CCOCC1,-1.4,1,-0.2,0,-1.0,1.5,0.1,1.7,0,1,0.8
O=C1[C@@H]2Cc3c([nH]c4ccccc34)C(c3ccccc3)N2C(=O)CN1C1CCN(Cc2ccccc2)CC1 (stereo partly specified),1.9,-2,-0.1,-27,-0.2,-1.0,6.2,-2.3,39,33,1.3
CCC(=O)c1ccc(OCC(=O)NCCC2=CCCCC2)c(OC)c1,-1.5,-4,0.3,2,-0.8,1.3,-0.3,-0.4,4,2,1.3
Cc1nn(CC(=O)Nc2cccc(S(N)(=O)=O)c2)c(C)c1[N+](=O)[O-],-3.1,1,0.4,-8,-0.6,0.6,0.5,2.1,-4,7,3.2
CC12CCC(C/C1=N\OC(=O)c1ccc(F)cc1)C2(C)C (stereo unspecified),-1.4,-6,0.2,8,-1.1,-0.8,0.4,1.4,7,10,-0.3
O=C(NCC1COc2ccccc2O1)c1ccc(NC(=O)C(c2ccccc2)c2ccccc2)cc1 (stereo unspecified),-2.0,2,0.2,-9,-1.8,-1.3,0.2,0.3,-1,1,1.0
CCN(CC)CCOC(=O)c1ccc2c(c1)OCCO2,1.3,-4,-0.1,18,-1.9,0.3,-0.2,1.4,-3,0,-0.6
CCOC(=O)[C@]12CCCC=C1N(Cc1ccc(Cl)cc1Cl)C(=O)[C@H](CC(=O)NCCCN1CCCC1=O)C2,-1.2,-4,0.4,-7,-1.3,nt,0.2,-1.9,-1,-1,nt
CSC1=C(C#N)C(=O)NC(c2ccccc2O)S1 (stereo unspecified),-0.7,-3,0.4,11,-0.9,-0.5,0.3,-0.8,4,3,-0.1
CS(=O)(=O)Nc1ccc(C2=NN(C(=O)c3ccco3)C(c3ccc(F)cc3)C2)cc1 (stereo unspecified),-2.4,1,-0.9,-8,-1.8,-0.8,-2.1,1.0,-15,-13,-1.0
O=C(CNC(=O)c1ccccc1F)OCCCOC(=O)CNC(=O)c1ccccc1F,0.4,-1,1.2,10,-0.7,-0.6,0.5,1.7,1,-3,0.2
O=C(CN1C(=O)NC2(CCCC2)C1=O)Nc1nc(-c2ccc(F)cc2)cs1,-1.4,-2,-0.4,-7,-1.6,-1.3,0.3,-2.1,45*,7,0.0
CC(=O)c1cc(Cc2csc(C(C)=O)c2)cs1,-0.6,-4,0.9,18,-0.9,-1.1,-0.4,2.3,-1,7,2.5
O=C(c1ccccc1)N(Cc1ccccc1)c1ccccn1,-1.3,-2,-0.5,3,-1.8,0.0,-0.3,0.1,-5,5,-1.1
CCOC(=O)C1CCN(C(=O)C(C)Sc2nnc3ccccn23)CC1 (stereo unspecified),1.9,-2,0.1,-5,-0.5,1.2,-7.6,-0.1,0,0,-1.6
C=CCO/N=C/C1=C(O)C(C(=O)OC)C(C)(C)CC1=O (stereo unspecified),0.9,-2,-0.3,-1,-1.5,0.2,0.4,-0.6,2,3,4.3
CN(C)c1cccc2c(S(=O)(=O)N3CCOCC3)cccc12,-1.1,-1,0.0,-2,-0.8,-0.1,-0.4,0.7,11,-3,1.3
Cc1ccc(C(=O)C2=C(O)C(=O)N(Cc3ccco3)C2c2cccc(Br)c2)o1 (stereo unspecified),-0.1,-1,-0.8,4,-1.1,0.8,0.0,0.5,3,2,-0.3
N#CCC(=O)Nc1ccc(C(=O)OCC(=O)Nc2ccccc2-c2ccccc2)cc1,-1.4,-1,-0.5,-13,-1.1,nt,-0.3,3.4,-4,3,3.5
O=C(O)c1cc2n(n1)C(C(F)(F)F)CC(c1ccco1)N2 (stereo unspecified),0.7,0,-0.3,3,-1.1,1.2,0.0,2.7,1,3,0.0
CCOc1cccc(NC(=O)C2CC(=O)N(C)C(=Nc3cccc(F)c3)S2)c1 (stereo unspecified),-0.4,1,-1.1,-31,-1.5,-0.7,0.2,-1.8,0,-8,0.1
COC(=O)c1ccc2c(=O)n(-c3ccccc3F)c(=S)[nH]c2c1,-2.0,3,-0.6,9,-1.4,0.1,0.6,0.6,3,4,-0.5
O=C(CN1CCN(S(=O)(=O)c2ccccc2F)CC1)Nc1ccccc1C(=O)c1ccccc1,-2.6,-5,-2.0,-12,-2.6,-2.4,0.5,-2.8,7,0,-2.1
Cn1c(=O)cc(SCC(=O)NCCCN2CCOCC2)c2ccc(Cl)cc21,-1.5,-1,-1.1,0,-0.9,2.7,-0.5,0.8,-6,0,3.2
CCn1cc(CCCC(=O)NCc2cccnc2)c2ccccc21,-0.3,-3,0.5,8,-1.4,0.7,0.1,-0.6,-4,-5,-0.3
COc1ccc(N(CC(=O)N2CCN(Cc3ccccc3)CC2)S(C)(=O)=O)cc1OC,-1.5,0,-0.1,-1,-1.6,1.2,0.4,-1.8,4,2,2.7
COc1ccc2cc(-c3cccnc3)ncc2c1,2.3,7,2.7,6,-0.1,1.5,1.2,11*,0,-5,5.5
CC(C)N(C(=O)CSc1nnc(Cc2csc(Nc3ccccc3)n2)o1)C(C)C,-0.4,-5,-1.2,-11,-1.3,-1.1,0.2,-1.0,9,-3,1.1
CCOc1nc(-c2ccccc2)ccc1-c1noc(COc2ccccc2)n1,-1.3,2,0.0,-10,-1.4,-1.1,-5.0,0.6,7,0,-0.2
O=c1/c(=C/c2ccccn2)sc2nc3ccccc3n12,5.3,5,2.5,12,1.3*,4.1,-0.7,8.7,-3,-3,4.4
COc1ccc(C)cc1S(=O)(=O)Nc1cccc(Cl)c1,-1.8,2,-0.4,-24,-1.3,0.8,-0.3,-1.0,-22,-16,2.7
COc1ccc(-c2nc3c(c(SCC(=O)N4CCOCC4)n2)Cc2c(CO)cnc(C)c2O3)cc1,-0.9,-1,-0.4,-5,-0.7,-1.1,0.3,-1.5,-22,-5,0.3
O=C(CCN1C(=O)C2C3CC(C(Br)C3Br)C2C1=O)OCC(=O)c1cccc([N+](=O)[O-])c1 (stereo unspecified),-0.7,-1,0.1,8,-1.4,0.3,0.8,-0.6,-3,0,-0.9
COC(=O)c1c(NC(=O)COC(=O)c2ccccn2)sc(C)c1C,-1.2,-1,-0.7,2,-1.6,-1.9,0.2,0.9,0,-4,1.5
COc1ccc(NC(=O)CNC(=O)C23CC4CC(CC(C4)C2)C3)c(OC)c1,1.4,-2,0.2,-8,-0.8,-1.0,0.6,-0.2,-1,1,1.9
FC(F)(F)c1cc(Cl)c2nc(-c3ccco3)c(Cc3ccccc3C(F)(F)F)n2c1,3.1,-2,-1.3,13,-0.3,nt,0.0,0.1,7,0,nt
Cc1ccc([C@H]2N[C@]3(CCCN(Cc4ccc(Cl)cc4)C3=O)[C@H]3C(=O)N(Cc4ccccc4)C(=O)[C@@H]23)cc1,1.0,-3,-1.1,-15,-0.5,0.2,0.4,0.0,1,2,-7.7
CC(C)C[C@@H]1COc2cc(NCCO)ccc2S(=O)(=O)N1,1.6,0,0.7,2,0.1,nt,0.0,0.4,3,4,nt
CCc1ccc(CNC(=O)CCCC(=O)n2nc(C)c3ccccc32)cc1,1.9,-2,2.0,4,-1.1,0.0,0.2,2.0,-9,-2,0.4
O=C(CCc1nc2ccccc2c(=O)[nH]1)NCC(=O)Nc1ccc(F)c(F)c1,-0.6,-2,0.4,0,-0.9,-1.4,0.2,1.7,-2,2,2.5
Cc1occc1-c1nnc(SCC(=O)N[C@@H]2CCc3ccccc32)n1-c1ccccc1,-0.2,-6,-0.3,-8,-1.0,nt,0.4,-0.2,-10,-9,nt
CC(=O)Nc1ccc(C(=O)NNC(=O)c2csc(N3CCOCC3)n2)cc1,1.7,-3,-0.4,12,-1.1,1.6,-0.2,-0.7,-1,-4,0.8
CCOc1ccc(NC(=O)C(=O)NCCN2CCN(S(=O)(=O)c3ccc(C)cc3)CC2)cc1,1.0,-1,0.7,3,-1.1,-1.4,-0.1,2.2,5,0,0.2
COc1ccc(Oc2nnc(-c3ccc(C)cc3)c3ccccc23)cc1,-0.6,-2,-0.2,3,-1.5,-0.7,0.1,-0.8,4,2,-0.1
CCC(c1nnnn1C1CCCC1)N1CCN(c2ccccc2F)CC1 (stereo unspecified),-1.5,-2,-0.6,-4,-0.8,-0.5,-0.1,1.9,0,-1,1.5
Cn1c(=O)[nH]c2sc3c(c2c1=O)CC(C)(C)OC3,-0.9,1,-0.3,-10,-0.9,-0.2,0.1,-0.9,-1,3,1.3
O=C(NCc1cccnc1)c1c[nH]c2cc3c(cc2c1=O)OCCO3,-3.2,-4,-1.9,4,-2.0,-3.0,0.0,-4.1,1,-7,-2.5
CN1CCc2c(sc(NC(=O)c3ccc(C(=O)c4ccccc4)cc3)c2C(N)=O)C1,-0.3,-2,-1.6,5,-1.2,-0.2,4.9,0.1,5,1,-0.1
O=S(=O)(c1cc(Cl)cc(Cl)c1)N1CCC2CC1c1cc(Cl)ccc12 (stereo unspecified),-0.3,-1,1.2,3,-1.0,0.3,0.3,-0.3,1,-5,-2.4
CC(C)(C)C(=O)Nc1sc2c(c1-c1nc3ccccc3[nH]1)CCCC2,0.3,-2,-0.1,5,0.1,0.2,-4.2,4.0,5,13,2.0

Rows were taken by chance; overall some 6.7% were active at least once.
